# HGIII-sPLA2 inh – human group III sPLA2 inhibitors, primary screen, biochemical, QFRET, BODIPY PC-A2 liposome substrate | Group 3 secretory phospholipase A2 (Homo sapiens), Q9NZ20 | QFRET BODIPY PC-A2 liposome hydrolysis, fluorescence | inhibition, % at 12.2 µM | hit rate 0.56% among 370,000 | AID 743126, 2013;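 active = inhibition above mean plus 3 SD of compounds lying within the high and low control bounds, cut at about 19% in these data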;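 note: 0% = median of test compound wells and 100% = no enzyme DMSO wells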
# GC-A act – GC-A stimulated cGMP production enhancers – HEK293 GC-A cells, cGMP TR-FRET, EC30 ANP, primary screen | AID 1671463, 2021 | Atrial natriuretic peptide receptor 1 (Homo sapiens), P16066 | hit rate 0.14% among 370,000 | activation, % at 10 µM | 0% at EC30 ANP, 100% saturating ANP; in the data active = activation above about 40%
# rCAG RNA binder – binders of r(CAG) RNA repeats, primary screen, biochemical, fluorescence; r(CAG) RNA repeat, TO-PRO-1 dye displacement fluorescence; inhibition, % at 3 µM; hit rate 1.3% among 370,000;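 active = inhibition above the plate cutoff, the mean of all test compounds on that plate plus 3 SD, cut at about 35% in these data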;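 note: 0% = DMSO alone and 100% = 100 µM mitoxantrone as full dye displacement; higher means more dye released from RNA so lower well fluorescence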
# KLK7 zymogen act – proKLK7 zymogen activators, primary screen, biochemical, fluorescence intensity. Kallikrein-7 (Homo sapiens), P49862. purified proKLK7, EDANS-DABCYL substrate fluorescence; 100% is mature enzyme control, 0% vehicle. activation, % at 7 µM. hit rate 0.9% among 370,000. AID 652039, 2013;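 active = activation above the mean of all tested compounds plus 3 SD, computed per campaign excluding outliers beyond control limits, cut at about 13% in these data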
# ADAM10 inh – human ADAM10 inhibitors, primary screen, biochemical, QFRET, HTS; recombinant ADAM10, EDANS/DABCYL FRET peptide cleavage, 3 h; Disintegrin and metalloproteinase domain-containing protein 10 (Homo sapiens), O14672; hit rate 0.62% among 370,000; inhibition, % at 7 µM;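 active = inhibition above a per-campaign cutoff equal to the mean of compounds falling between control-based bounds plus 3 SD, cut at about 20% in these data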;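 note: 0% = DMSO wells while the 100% control is not disclosed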
# Target sequence (O14672 214-748 limits assumed): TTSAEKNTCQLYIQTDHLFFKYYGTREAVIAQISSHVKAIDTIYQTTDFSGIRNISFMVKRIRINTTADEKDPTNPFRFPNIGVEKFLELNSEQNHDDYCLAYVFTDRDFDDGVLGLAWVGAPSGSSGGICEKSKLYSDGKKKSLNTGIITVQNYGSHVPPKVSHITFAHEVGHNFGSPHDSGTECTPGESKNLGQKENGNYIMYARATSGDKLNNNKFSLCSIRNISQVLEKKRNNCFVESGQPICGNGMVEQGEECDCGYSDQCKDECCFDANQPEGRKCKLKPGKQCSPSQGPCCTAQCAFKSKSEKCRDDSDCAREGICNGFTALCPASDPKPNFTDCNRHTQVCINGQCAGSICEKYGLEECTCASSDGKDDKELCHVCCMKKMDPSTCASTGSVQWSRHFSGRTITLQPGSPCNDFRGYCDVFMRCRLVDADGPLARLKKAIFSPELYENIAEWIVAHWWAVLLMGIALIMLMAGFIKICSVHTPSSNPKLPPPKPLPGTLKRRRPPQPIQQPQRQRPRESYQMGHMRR
# DDE Tn6 FP inh – inhibitors of Tn6 peptide binding to fibrin DD(E), primary screen, biochemical, fluorescence polarization, human fibrin, Tn6 probe | inhibition, % at 8.3 µM | AID 720509, 2013 | hit rate 0.21% among 370,000 | Fibrinogen beta chain (Homo sapiens), P02675 | Fibrin DD(E) TRITC-Tn6 fluorescence polarization displacement;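 active = inhibition above a per-campaign cutoff: mean of compounds within control limits plus 3 SD, cut at about 15% in these data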;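 note: 0% = median of all compound wells on the plate and 100% = blocking peptide control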
# GAA850 FXN act – FXN promoter activators, primary screen, cell-based, luciferase luminescence, HEK293 lucGAA850; HEK293 lucGAA850 FXN promoter luciferase reporter, 24 h; percent of 10 µM SAHA response; activation, % at 6 µM; hit rate 0.56% among 360,000; AID 540364, 2011;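 active = activation above the average of all compounds screened plus 3 SD, cutoff fixed separately per campaign, cut at about 7.5% in these data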;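 note: 0% = DMSO wells and 100% = 10 µM SAHA wells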
# ARFGAP1 inhibitor – inhibitors of rat ARFGAP1 GAP activity, primary screen, biochemical, fluorescence polarization, GDP tracer. ADP-ribosylation factor GTPase-activating protein 1 (Rattus norvegicus), Q62848. Arfgap1-stimulated ARF1 GTP hydrolysis, GDP FP detection. inhibition, % at 16.5 µM. hit rate 0.26% among 360,000;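 active = inhibition above a per-plate limit, mean inhibition of low control wells plus 3 SD, cut at about 25% in these data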;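 note: 0% = DMSO wells with enzyme and 100% = wells lacking Arfgap1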
# Target sequence (Q62848 1-136 limits assumed): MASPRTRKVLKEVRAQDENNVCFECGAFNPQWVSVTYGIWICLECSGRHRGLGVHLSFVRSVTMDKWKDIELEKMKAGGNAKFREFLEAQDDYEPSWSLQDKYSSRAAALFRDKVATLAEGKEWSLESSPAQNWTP
#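 System: truncated rat Arfgap1 GAP domain / Benchmarks: high control wells lacking Arfgap1, low control full reaction with DMSO / Times: compound-enzyme preincubation 20 min, reaction 120 min, detection 60 min, 25 °C / Repeats: one replicate per compound / Also added: human ARF1(Δ1-17)-GTP substrate / Measured by: Tracer-displacement fluorescence polarization with EDTA stop, 620/688 nm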
# GC-B act – human GC-B receptor activators, primary screen, HEK293 GC-B cells, cGMP TR-FRET, EC30 CNP; 0% at EC30 CNP, 100% saturating CNP; AID 1920062, 2024; activation, % at 10 µM; hit rate 0.11% among 370,000; Atrial natriuretic peptide receptor 2 (Homo sapiens), P20594;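 active = activation at 10 µM reaching about 35% in either raw or pattern-adjusted values, limit read from the data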
# ASAP1 inh – inhibitors of human ASAP1 ArfGAP activity, primary screen, biochemical, fluorescence polarization. Arf-GAP with SH3 domain, ANK repeat and PH domain-containing protein 1 (Homo sapiens), …. ASAP1-stimulated ARF1 GTP hydrolysis, GDP FP detection. inhibition, % at 16.5 µM. hit rate 0.19% among 360,000; in the data active = inhibition above about 25%;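 note: 0% = vehicle with enzyme and substrate and 100% = no enzyme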
# Target sequence (Q9ULH1 325-724 limits assumed): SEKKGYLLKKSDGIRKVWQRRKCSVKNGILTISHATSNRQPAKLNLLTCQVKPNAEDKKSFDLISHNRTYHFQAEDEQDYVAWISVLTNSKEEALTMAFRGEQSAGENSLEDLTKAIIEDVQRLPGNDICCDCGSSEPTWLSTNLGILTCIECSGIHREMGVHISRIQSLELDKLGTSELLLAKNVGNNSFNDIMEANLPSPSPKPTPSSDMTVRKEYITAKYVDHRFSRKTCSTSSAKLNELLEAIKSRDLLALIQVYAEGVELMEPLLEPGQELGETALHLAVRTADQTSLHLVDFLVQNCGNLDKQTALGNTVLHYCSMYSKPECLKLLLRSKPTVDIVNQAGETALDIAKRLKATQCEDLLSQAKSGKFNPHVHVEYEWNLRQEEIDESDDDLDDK
# * = called active by the depositor; . = no result given; & = joins results of further samples.
SMILES,HGIII-sPLA2 inh,GC-A act,rCAG RNA binder,KLK7 zymogen act,ADAM10 inh,DDE Tn6 FP inh,GAA850 FXN act,ARFGAP1 inhibitor,GC-B act,ASAP1 inh
CCN(c1ccccc1)S(=O)(=O)c1ccc(C(=O)N(C)CCc2ccc(OC)c(OC)c2)cc1,-3,-3,-9,-0.4,6,7,-1.0,7,2,15
O=C(NC1CCCCCC1)C(=S)N1CCCC1,0,-1,-1,0.4,-6,-2,-0.6,-7,3,5
O=C(O)CCC(=O)Nc1cccc2cccnc12,4,7,1,-0.3,-10,-2,-0.7,4,-5,10
Cc1ccc(S(=O)(=O)N2C[C@@H](C)[C@]3(C2)[C@H](O)[C@H](OC(=O)NCc2ccco2)C[C@H]2C(=O)N(c4ccccc4)C(=O)[C@H]23)cc1,-2,1,8,0.5,-17,5,-1.2,14,-4,11
O=C(Nc1ccc2c(c1)OCO2)c1c(F)c(F)c(F)c(F)c1F,3,-3,1,0.8,1,-3,-1.4,9,2,4
CN(c1ccccc1)S(=O)(=O)c1cccc(C(=O)N2CCN(c3ccccn3)CC2)c1,-2,-2,4,0.7,1,7,-1.1,-3,-1,-15
O=C(OCC#CCSc1nnc(-c2cccs2)o1)c1ccc(F)cc1,-13,2,.,.,6,1,.,.,-5,.
O=C1CCC/C(=N\NC(=O)c2ccc(NS(=O)(=O)c3ccc(Br)cc3)cc2)C1,-28,7,9,0.4,-59,8,1.3,-5,4,3
Cc1ccc2c(c1)C(=O)CCCCC(=O)N2,7,5,-1,0.2,-8,1,2.0,1,3,8
Cc1nn(Cc2ccc(Cl)cc2)c(Cl)c1/C=N/NC(=O)CNc1ccccc1F,7,3,5,-0.1,5,6,-1.5,9,0,8
O=C(Nc1ccc([N+](=O)[O-])c(NC(=O)c2cccnc2)c1)c1cccnc1,6,-1,1,0.2,3,3,0.8,3,-1,7
CCc1nnc(NC(=O)c2cccc(S(=O)(=O)N3CCCC3)c2)s1,1,-4,2,0.0,-2,-7,-0.1,-4,2,10
Oc1c(N=NC(=S)Nc2ccccc2F)c2ccccc2n1Cc1cccc(Cl)c1,6,3,5,-0.7,-6,5,1.5,-5,-8,15
S=C(NCc1ccc2[nH]c3c(c2c1)CCCC3)Nc1ccccc1Cl,-12,0,11,0.5,12,1,-0.3,-1,2,-1
O=C(CSc1nnc2c(n1)[nH]c1ccc(S(=O)(=O)N3CCOCC3)cc12)Nc1ccc(F)c(F)c1,-7,-9,13,0.1,5,-1,1.5,-1,-3,8
Cc1ccc(C(=O)NCc2ccc3c(c2)OCO3)cc1Cl,-6,-2,-5,0.6,2,2,4.4,9,1,-2
CCOC(=O)N1CCC(Nc2c(NCCCN(C)Cc3ccccc3)c(=O)c2=O)CC1,0,0,0,-1.1,-9,-3,-2.1,6,3,-9
O=C(COc1cccc2cccnc12)Nc1ccccc1N1CCOCC1,0,-9,-5,0.4,1,10,1.4,2,-9,8
CC(C)C(OC(=O)CCC(=O)Nc1nccs1)C(=O)NC1CCCCC1 (stereo not drawn),0,0,0,-0.6,0,1,2.6,12,9,-8
COC(=O)[C@@H](Cc1ccc(O)cc1)NC(=O)[C@H]1O[C@@H](n2cnc3c(=O)[nH]c(N)nc32)[C@H](O)[C@@H]1O,4,9,1,-0.2,-11,7,.,-7,12,7

# Another view of eight compounds above:
SMILES	HGIII-sPLA2 inh	GC-A act	rCAG RNA binder	KLK7 zymogen act	ADAM10 inh	DDE Tn6 FP inh	GAA850 FXN act	ARFGAP1 inhibitor	GC-B act	ASAP1 inh
CCc1nnc(NC(=O)c2cccc(S(=O)(=O)N3CCCC3)c2)s1	1	-4	2	0.0	-2	-7	-0.1	-4	2	10
Oc1c(N=NC(=S)Nc2ccccc2F)c2ccccc2n1Cc1cccc(Cl)c1	6	3	5	-0.7	-6	5	1.5	-5	-8	15
S=C(NCc1ccc2[nH]c3c(c2c1)CCCC3)Nc1ccccc1Cl	-12	0	11	0.5	12	1	-0.3	-1	2	-1
O=C(CSc1nnc2c(n1)[nH]c1ccc(S(=O)(=O)N3CCOCC3)cc12)Nc1ccc(F)c(F)c1	-7	-9	13	0.1	5	-1	1.5	-1	-3	8
Cc1ccc(C(=O)NCc2ccc3c(c2)OCO3)cc1Cl	-6	-2	-5	0.6	2	2	4.4	9	1	-2
CCOC(=O)N1CCC(Nc2c(NCCCN(C)Cc3ccccc3)c(=O)c2=O)CC1	0	0	0	-1.1	-9	-3	-2.1	6	3	-9
O=C(COc1cccc2cccnc12)Nc1ccccc1N1CCOCC1	0	-9	-5	0.4	1	10	1.4	2	-9	8
CC(C)C(OC(=O)CCC(=O)Nc1nccs1)C(=O)NC1CCCCC1 (stereo not drawn)	0	0	0	-0.6	0	1	2.6	12	9	-8

# Going on with the list.
SMILES,HGIII-sPLA2 inh,GC-A act,rCAG RNA binder,KLK7 zymogen act,ADAM10 inh,DDE Tn6 FP inh,GAA850 FXN act,ARFGAP1 inhibitor,GC-B act,ASAP1 inh
O=C(c1ccc([N+](=O)[O-])o1)N1CCc2ccccc21,-2,-5,-1,0.3,2,0,0.7,0,3,3
Cc1ccc(S(=O)(=O)NC2CCCC2)cc1C(N)=O,-1,4,-1,0.2,-7,2,0.0,7,5,-8
Cc1ccc(-c2nnc(N(C)C(=O)c3ccncc3)s2)cn1,7,4,-3,2.1,-20,-9,0.3,-1,-4,8
Cn1c(SCC(=O)Nc2nc(C(C)(C)C)cs2)nnc1C1CC1,1,0,-4,-0.3,12,-6,-1.0,1,2,13
O=C(Nc1ccn(CCOC(=O)c2ccccc2)c(=O)n1)c1ccccc1,-7,-2,1,0.5,5,-2,.,-9,-8,-15
OCCC1CN(Cc2cnn(-c3ccccc3Cl)c2)CCN1Cc1ccsc1 (stereo not drawn),-2,3,-7,-0.1,6,3,2.5,2,2,-2
O=C(NCc1ccon1)C1CCC(=O)N(CCc2cccc(F)c2)C1 (stereo not drawn),4,0,-2,0.2,2,0,1.8,8,-8,0
N#C/C(=C\c1ccc(OCc2ccccc2)cc1)C(=O)Nc1ccc(C(=O)O)cc1,12,2,9,0.3,-6,-3,.,0,-1,9
COC(=O)c1ccc(C)c(NC(=O)CCn2[nH]c(=O)ccc2=O)c1,0,0,4,0.4,-5,-10,0.3,10,1,-8
O=C(Oc1cccc(NC2=NS(=O)(=O)c3ccccc32)c1)c1cccnc1,3,-2,3,-0.4,-8,-17,1.1,24,0,5
Cc1nn(-c2nc3ccccc3s2)c(N)c1-c1ccccc1,12,0,1,-0.3,-1,4,5.1,-4,-11,-7
COc1ccc(Cl)cc1C(=O)NNC(=O)CCNC(C)=O,-2,3,0,0.4,3,-5,1.0,10,-7,-4
Cc1nn(CC(=O)Nc2ccc(N3CCOCC3)cc2)c(C)c1Cl,1,2,-5,-0.3,-5,4,-1.2,7,4,10
Nc1ccc(-n2nnnc2-c2ccco2)cc1,0,-1,-1,0.3,-2,0,-1.2,4,3,-7
CCc1ccc(NC2=NCC(=O)N2c2ccc3c(c2)OCCO3)cc1,-2,4,-3,0.1,2,6,-0.3,12,0,11
CCN(CC)C(=O)CSc1nc(N)c(C#N)c(-c2cccs2)c1C#N,3,7,4,-4.7,-145,-6,-2.7,8,-6,-8
CCOC(=O)C1=C(C)Nc2nc(SCc3cccnc3)nn2C1c1ccc(OC)cc1 (stereo not drawn),2,-9,-5,0.0,-21,-4,1.5,6,-1,4
COc1ccccc1C(=O)NC(CCSC)C(=O)NCC(c1ccccc1OC)N1CCCC1 (stereo not drawn),1,-5,-5,0.1,4,6,0.3,-1,-13,-3
Cn1c(N)c(C(=O)COC(=O)c2cccnc2Cl)c(=O)n(C)c1=O,-2,23,-1,1.4,0,1,0.1,8,-4,1
COCCN1C[C@@H](CO)O[C@@H](n2cnc3c(NC4CCC4)ncnc32)C1,-2,-1,1,-0.3,-1,2,0.4,-7,3,-2
O=C(C(=O)N1CCC(Cc2ccccc2)CC1)c1ccccc1,0&2,1&0,0&-1,-0.2&-0.1,8&-6,-6&1,.,3&7,2&6,4&4
O=C(COC(=O)c1cc(=O)[nH]c(=O)[nH]1)Nc1ccccc1F,-3,0,2,0.7,-13,-1,-0.1,-8,1,2
O=C(CCCN1C(=O)c2ccccc2C1=O)NCc1cccnc1,2,3,1,0.1,4,0,0.8,2,-2,-8
COc1cc2ccccc2cc1C(=O)Nc1ccncc1,-10,-2,3,1.1,-108,-7,4.7,5,-4,3
CC(C)C(NC(=O)c1ccc(F)cc1)C(=O)OCC(=O)N1CC(=O)Nc2ccccc21 (stereo not drawn),-1,-2,-6,0.1,-6,3,-0.9,7,-1,-4
CN(Cc1ccccc1)C(=O)c1ccc(Nc2nc(C(N)Cc3ccc(C(F)(F)F)cc3)cs2)nc1 (stereo not drawn),0,0,8,-0.6,-15,-3,1.3,9,-12,6
Cc1ccc(C(=O)OCC(=O)Nc2c(C)n(C)n(-c3ccccc3)c2=O)cc1[N+](=O)[O-],0,5,1,0.3,-2,3,1.6,5,7,-2
Cc1ccc(S(=O)(=O)N2CCN(Cc3cc(C(C)C)ccc3O)CC2)cc1,-17,0,-2,0.1,12,-5,0.4,6,2,-6
CC(=NNC(=O)Cn1ccc(C(F)(F)F)n1)c1ccc(-n2ccnc2)cc1,2,1,1,0.6,-10,-3,0.6,2,-5,-4
CNc1nc2ccccc2n1CC(=O)c1ccccc1,-12,-2,0,-0.2,-7,8,2.3,2,-1,7
CN(C(=S)Nc1ccccc1)c1ccccc1,-1,4,-1,0.5,2,4,-0.8,7,1,-4
NS(=O)(=O)c1ccc(NNC(=O)c2cccs2)cc1,3,3,-3,0.7,-9,7,-1.5,5,2,-9
O=C(CCc1ccccc1)NNC(=O)COc1ccc([N+](=O)[O-])cc1,-4,-1,-1,-0.1,10,-4,0.0,-5,4,1
Cc1ccc(NC(=O)CCCc2c[nH]c3ccccc23)nc1,-47,1,-3,0.1,-3,4,2.2,-8,0,11
CCCn1c(SCC(=O)NC2CCCCC2)nnc1-c1ccccn1,1,0,-5,-0.2,-2,1,-0.6,-2,-1,-3
COc1cccc(C(=O)OCC(=O)N2CCc3ccccc3C2)c1,-2,0,3,0.6,-19,3,1.1,12,5,-7
